Compound activity (PubChem BioAssay)
Cneo AK release – Cryptococcus neoformans cell lysis inducers, primary screen, AK release luminescence, single concentration; C. neoformans lysis, adenylate kinase release luminescence, 4 h; normalised: neutral wells 0, clomiphene wells 100; lysis activity, % at 15 µM; 360,000 tested, 0.2% active; AID 651654, 2012;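 active = mean lysis activity across replicates of at least 80%, whatever share of replicates individually reach that level; inactive = mean lysis activity below 80%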
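Assay system: log-phase C. neoformans yeast / Quantity: yeast cell density of 5 × 10^6 cells/mL / Medium: fresh YPD growth medium / Compound: single dose / Timing: static 4 h at 37 °C with compound, 1 h detection / Measured by: adenylate kinase release luminescence / Read-out: lysis from increased AK signal / Benchmarks: Clomiphene as positive lysis control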
CASP6 VEID inh – human caspase-6 inhibitors, primary screen, biochemical, VEID-R110 fluorescence, single point, set 2. P55212. purified caspase-6, Z-VEID-R110 cleavage fluorescence. inhibition, % at 12.5 µM. 350,000 tested, 0.53% active. AID 686996, 2013;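 active = mean inhibition across replicates at least about 35%, with every replicate also reaching that limit, limit read from the data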;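 note: 0% = median of neutral control wells and 100% = no fluorescence left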
Target sequence (P55212 24-179 limits assumed): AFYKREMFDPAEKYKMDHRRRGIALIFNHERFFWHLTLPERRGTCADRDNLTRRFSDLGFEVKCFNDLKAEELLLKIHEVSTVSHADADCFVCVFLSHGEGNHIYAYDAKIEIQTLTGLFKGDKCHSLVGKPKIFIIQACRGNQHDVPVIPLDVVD
Target sequence (P55212 194-293 limits assumed): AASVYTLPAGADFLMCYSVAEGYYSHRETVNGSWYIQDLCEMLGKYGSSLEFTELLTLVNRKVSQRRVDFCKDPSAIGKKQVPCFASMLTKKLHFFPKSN
LGR2 antag – inhibitors of bursicon-induced LGR2 CRE-luciferase signal, primary screen, cell-based, HEK293, CRE-luciferase reporter, bursicon stimulation. inhibition, % at 9.99 µM. AID 720647, 2013. 380,000 tested, 0.35% active. bursicon-stimulated, 4 h. Drosophila bursicon receptor LGR2 (rickets);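 active = drop in luminescence signal, shown as inhibition above about 50% in the replicate tests, limit read from the data, passing the limit was not always enough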;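 note: agonist challenge used bursicon conditioned medium at about half maximal strength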
FN deposition inh – inhibitors of fibronectin matrix deposition, primary screen, AH1F cells, Alexa488-fibronectin fluorescence, plate reader; AH1F fibroblasts, overnight; inhibition, % at 12.6 µM; 350,000 tested, 0.086% active; AID 743247, 2014;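 active = mean inhibition across replicates of 30% or more, regardless of how many single replicates reach that level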;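 note: positive control wells lacked labelled fibronectin entirely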
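Measured by – fluorescence 485/525 nm · System – AH1F fibroblast monolayer, labelled fibronectin deposition · Amount – 10000 cells per well · Buffer or medium – serum-reduced DMEM (2% serum) · Doses – single dose, pinned · Also added – fluorescent fibronectin at 24 nM final · Schedule – 1 h cell attachment, overnight exposure to compound and label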
PAX8 reporter – inhibitors of PAX8-driven TPO luciferase reporter, primary screen, RMG-I cells, single concentration | 360,000 tested, 1.2% active | inhibition, % at 12.6 µM | SteadyGlo, 24 h | AID 652154, 2013;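 active = mean replicate inhibition at least 60% with every replicate also reaching 60%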;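 note: luciferase light reporting Pax8 driven TPO promoter activity; plate controls were median of neutral control wells for no effect and mitoxantrone controls for full effect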
EWS-Fli inh – EWS/Fli-driven NR0B1 reporter inhibitors, primary screen, A673 cells, NR0B1 luciferase, luminescence, MLPCN library; viability-normalised; inhibition, % at 12.6 µM; 350,000 tested, 0.67% active;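 active = mean inhibition of at least 50% after viability correction, with every replicate also passing that limit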;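 note: firefly luciferase signal divided by Alamar Blue viability fluorescence both relative to DMSO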
PGC1a acetyl inh – inhibitors of PGC1a acetylation signal, primary screen, cell-based, U2OS, AlphaScreen, inhibitor mode; AlphaScreen anti-acetyl-lysine; with virally co-expressed GCN5 acetyltransferase; inhibition, % at 15.6 µM; 350,000 tested, 0.17% active; AID 651687, 2012;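 active = every replicate shows inhibition of at least 40%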;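 note: 0% = neutral control wells and 100% = positive control wells; some results beyond the cut were filed as inactive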
miR122 inh – miR-122 Renilla sensor signal increase in Huh7, primary screen, miR-122 inhibitor project, cell-based, single point, plate reader | Huh7 miR-122 Renilla luciferase sensor, 48 h; neutral wells = 0, positive control = 100 | activation (reporter increase), % at 12.5 µM | 340,000 tested, 0.3% active;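 active = mean replicate activation score at least 90 and every replicate individually at or above 90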;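 note: higher luciferase means less miR-122 activity so hits act as miR-122 inhibitors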
* = called active by the depositor; · = not tested or not shown; & = joins results of further samples; [ ] = dose if it differs, or a comment. Compounds were not picked by outcome. Share with any hit: about 2.5%.

SMILES	Cneo AK release	CASP6 VEID inh	LGR2 antag	FN deposition inh	PAX8 reporter	EWS-Fli inh	PGC1a acetyl inh	miR122 inh
O=C(OCC(=O)N1CCCC1=O)c1cccc(S(=O)(=O)N2CCOCC2)c1	2	0	0	·	5	6	3	-2
Cc1cc(Nc2ccc(F)cc2)n2nc(C)nc2n1	0	0	11	24	10	2	4	1
O=C(Nc1ccc(N2CCCCC2)cc1)c1cc([N+](=O)[O-])cc([N+](=O)[O-])c1	-1	1	-9	-13	1	-26	2	-4
CCN(CC(=O)Nc1ccc2c(c1)OCCO2)C(=O)c1ccc([N+](=O)[O-])s1	-1	17	-28	·	3	-8	3	-8
COc1ccc(NS(=O)(=O)c2cc([N+](=O)[O-])ccc2N/N=C\c2c(C)[nH]c3ccccc23)cc1	1	·	-1	·	·	·	3	41
O=C(Nc1nnc(-c2ccc(F)cc2)s1)c1c(F)cccc1Cl	3	-2	0	-4	-24	-9	·	·
O=C(C[C@@H]1CC[C@@H](NC(=O)c2cccc(F)c2)[C@H](CO)O1)NCc1ccc(Oc2ccccc2)cc1	-3	4	0	·	25	17	-6	·
COc1ccc([C@@H]2[C@@H]3C(=O)N(C(C)(C)C)C(=O)[C@@H]3[C@]3(C)C(=O)N(c4cccc(F)c4)C(=O)N23)cc1	1	2	-10	8	-1	-4	·	0
C/C=C/c1cnc2c(c1)C(=O)N([C@H](C)CO)C[C@@H](C)[C@H](CN(C)S(=O)(=O)c1cccs1)O2	2	3	12	·	-11	-9	4	1[16.7 µM]
COc1ccc(C(=O)Nc2ccc(C(=O)O)cc2NC(=O)c2ccc(OC)cc2)cc1	-1	-3	-6	0	-14	-7	·	·
Nc1nc(SCc2ccc(F)cc2)n[nH]1	0	1	-10	-2	-7	-12	·	1
O=C(Cc1ccc(S(=O)(=O)N2CCCC2)s1)NC1CCCCCC1	-2	·	1	·	·	·	5	-3
CCn1c(SCc2ccc(Cl)cc2)nc2nc3c(cc2c1=O)CCCC3	4	-2	-8	18	-8	9	·	2
COC(=O)CSc1nc2sc3c(c2c(=O)n1-c1ccccc1)CCN(C)C3	0	3	·	10	-6	·	15	3
CS(=O)(=O)N(CC(=O)Nc1ccccc1C(=O)NCc1ccccc1)c1ccc2c(c1)OCCO2	1	·	9	8	·	·	-3	·
Cc1ccc(Nc2cc(C)nc3nc(C)nn23)c(C)c1	-2	1	-23	16	-1	5	-3	2
COc1ccc(NC(=O)CCNC(=O)c2ccccc2Cl)cc1OC	-1	-2	7	-1	23	3	11	-10
Cc1ccc(C(=O)NCCc2nnc3ccc(SCC(=O)Nc4ccccc4F)nn23)cc1	2	1	10	·	4	·	·	·
Nn1c(COc2ccccc2)nnc1SCc1cc(=O)[nH]c2ccccc12	-1	0	-19	·	·	-2	1	-10
CNC[C@H]1Oc2ncc(/C=C/c3ccccc3)cc2C(=O)N([C@@H](C)CO)C[C@H]1C	·	·	14	·	-53	4	15	-4[16.7 µM]
COCC(=O)N(C)C[C@H]1Oc2ncc(C#CC3(O)CCCC3)cc2C(=O)N([C@@H](C)CO)C[C@H]1C	1	-1	-45	-11	·	3	3	5[16.7 µM]
COc1ccc(C(=O)N2CCC(C(N)=O)CC2)cc1S(=O)(=O)N1CCCC1	0	3	7	5	-2	-3	·	·
Cc1sc2ncnc(SCC(=O)c3cccs3)c2c1C	-1	·	·	3	-66	·	·	39
CN(CC(=O)Nc1sccc1C#N)S(=O)(=O)c1ccc(F)cc1	2	5	0	2	-4	-4	·	·
C=CCn1c(N)cc(=O)nc1SCC(=O)Nc1ccccc1	-1	·	·	4	8	·	-16	3

The list goes on:
SMILES	Cneo AK release	CASP6 VEID inh	LGR2 antag	FN deposition inh	PAX8 reporter	EWS-Fli inh	PGC1a acetyl inh	miR122 inh
O=C(/C=C/c1ccccc1)OCCCCN=C1NS(=O)(=O)c2ccccc21	·	0	-9	-11	16	-4	-4	14
C[C@@H]1CCCCO[C@H](CN(C)C(=O)Nc2cccc3ccccc23)[C@H](C)CN([C@@H](C)CO)C(=O)c2cc(NC(=O)CCCN(C)C)ccc2O1	-1	1	-3	·	-2	-7	-7	-8[16.7 µM]
C[C@@H]1CCCCO[C@@H](CN(C)C(=O)c2ccccc2)[C@@H](C)CN([C@@H](C)CO)C(=O)c2cc(NC(=O)C3CCCCC3)ccc2O1	-1	0	16	·	-1	-12	8	6[16.7 µM]
COc1cccc(CC(=O)OCC(=O)c2cc(OC)ccc2OC)c1	-2	2	-3	·	-20	1	-3	-4
CC(=O)n1nc(-c2ccccc2)nc1NCc1cccs1	-2	·	-29	·	-80	-57	11	·
O=C(NCc1ccccc1)c1ccc2c(c1)C(=O)N(Cc1ccncc1)C2=O	-2	·	4	·	·	·	14	0
C=CCc1cccc(/C=C/c2cc(=O)c3ccccc3[nH]2)c1O	·	0	-35	-10	-82	-28	·	·
Cc1c(NC(C)C)c(=O)n(-c2ccccc2)n1C	-1	2	·	-2	6	-3	·	-4
CC(C)Oc1ccc(C(=O)NC(=S)N2CCOCC2)cc1	·	·	-10	-3	-19	·	1	36
COc1cccc(C#Cc2cnc3c(c2)C(=O)N([C@@H](C)CO)C[C@@H](C)[C@@H](CN(C)C(=O)C2CCCCC2)O3)c1	3	-3	5	·	-22	1	-8	7[16.7 µM]
CC(C)(C)C(=O)c1c(N)[nH]c(C(=O)c2ccccc2)c1-c1c(F)cccc1F	·	·	14	14	-9	-17	·	·
Cc1cc(NS(=O)(=O)c2ccc(NC(=O)/C=C/c3ccco3)cc2)nc(C)n1	0	3	4	-1	-9	-8	0	23
C(=N\Nc1ccccn1)/c1cccnc1	-1	-1	-1	-1	-29	-17	·	-4
C[C@@H]1CN([C@H](C)CO)C(=O)c2cc(NC(=O)NC3CCCCC3)ccc2O[C@@H]1CN(C)C(=O)Nc1ccc(F)cc1	11	-4	-2	9	-9	-10	-2	-13[16.7 µM]
C[C@@H]1CCCCO[C@H](CN(C)S(=O)(=O)c2ccccc2)[C@@H](C)CN([C@H](C)CO)C(=O)c2cc(NC(=O)Cc3ccccc3)ccc2O1	1&-6	1&-2	16	-4&-2	22&-12	8&-9	-4	0
Cc1oc(-c2cccs2)cc1C(=O)N1CCCC(C)(C(=O)O)C1 (configuration not stated)	3	-3	-2	-7	0	-8	17	0
O=C1c2ccccc2C(=O)N1CC(O)CNc1ccc(Br)cc1 (configuration not stated)	7	7	-5	4	82*	-2	1	-7
COc1ccc(S(=O)(=O)Nc2ccc3c(c2)CC(=O)N([C@@H](C)CO)C[C@H](C)[C@@H](CN(C)C(=O)Nc2cccc4ccccc24)O3)cc1	1	7	17	4	-21	-1	-6	8[16.7 µM]
Cc1cccc(-c2ccc([C@@H]3[C@H]4CN(C(=O)c5cccnc5)CCCCN4[C@H]3CO)cc2)c1	1	0	2	·	14	-4	-9	17[16.7 µM]
O=C(CSc1nc(=O)n2ccccc2n1)N1CCN(c2ccccc2)CC1	3	-5	10	0	7	-1	·	0
C[C@@H]1CCCCO[C@@H](CN(C)C(=O)CCC(F)(F)F)[C@@H](C)CN([C@H](C)CO)C(=O)c2cc(NS(=O)(=O)c3cccs3)ccc2O1	0	-3	-12	-6	-41&-7	-17&3	6	1[16.7 µM]
COc1ccccc1COCC(O)CN1CCN(S(=O)(=O)c2cccc(F)c2)CC1 (configuration not stated)	0	-1	-4	-3	-14	7	-8	-8
COc1ccc(S(=O)(=O)N2CCCCN3[C@@H](CO)[C@H](c4ccc(C#CC(C)C)cc4)[C@@H]3C2)cc1	4	0	10	·	74*	27	-8	2[16.7 µM]
CCOC(=O)C1=C(C)NC(C)=C(C(=O)OCC)C1c1cccc(C)n1	·	-5	-2	-2	8	-3	0	·
CC(C)(Oc1ccc(CCNC(=O)c2ccc(Cl)cc2)cc1)C(=O)O	0	2	2	-3	-32	-5	-10	-2

Next part, overlapping the part above by four compounds.
SMILES	Cneo AK release	CASP6 VEID inh	LGR2 antag	FN deposition inh	PAX8 reporter	EWS-Fli inh	PGC1a acetyl inh	miR122 inh
COc1ccccc1COCC(O)CN1CCN(S(=O)(=O)c2cccc(F)c2)CC1 (configuration not stated)	0	-1	-4	-3	-14	7	-8	-8
COc1ccc(S(=O)(=O)N2CCCCN3[C@@H](CO)[C@H](c4ccc(C#CC(C)C)cc4)[C@@H]3C2)cc1	4	0	10	·	74*	27	-8	2[16.7 µM]
CCOC(=O)C1=C(C)NC(C)=C(C(=O)OCC)C1c1cccc(C)n1	·	-5	-2	-2	8	-3	0	·
CC(C)(Oc1ccc(CCNC(=O)c2ccc(Cl)cc2)cc1)C(=O)O	0	2	2	-3	-32	-5	-10	-2
C[C@@H]1CN([C@@H](C)CO)S(=O)(=O)c2ccc(C#CC3CCCCC3)cc2O[C@@H]1CN(C)C(=O)Cc1ccncc1	1	0	-7	·	·	8	·	-6[16.7 µM]
COc1ccccc1NC(=O)CSc1nnc(CNC(=O)c2cccs2)o1	1	-3	0	0	6	·	-5	0
O=C(NC1CCS(=O)(=O)C1)c1cc2c(=O)n3ccccc3nc2n1Cc1ccccc1 (configuration not stated)	0	-2	-4	1	-14	14	4	4
O=C1CCN(Cc2ccc([N+](=O)[O-])cc2)CCN1[C@H](CO)c1ccccc1	-5	-6	10	3	16	-1	5	-2
COc1ccc(CN2CNc3nc4ccccc4n3C2)cc1	-2	0	-3	1	·	·	·	5
CCc1ccccc1Nc1cc(C(=O)NCc2ccccn2)c2ccccc2n1	·	4	20	·	17	20	·	·
COCCn1nnnc1SCC(=O)NCc1ccc2c(c1)OCO2	-4	-1	-16	9	-11	-6	3	2
Cn1cccc1C(=O)NC(=O)CSc1nnc(C2CC2)n1-c1ccccc1	1	·	·	-4	8	·	0	12
CCCN(CC(=O)Nc1ccccc1C)C(=O)c1ccc(N2CCCCC2)c([N+](=O)[O-])c1	1	-3	9	9	9	1	0	12
Cc1ccc(N2Cc3ccccc3OC(C)C2=O)cc1 (configuration not stated)	0	4	11	3	24	-2	-6	-7
c1cncc(C2SCCCS2)c1	1	·	-1	17	-4	-1	·	-3
CCc1ccc2c(c1)C(=O)c1ccccc1C2=O	·	-3	·	3	-100	-103	·	·
C/C=C/c1ccc2c(c1)O[C@H](CN(C)C(=O)CC1CC1)[C@H](C)CN([C@H](C)CO)S2(=O)=O	-4	1	19	-3	·	4	-8	1[16.7 µM]
CC(=NNC(=O)CSc1nc2ccccc2o1)c1ccco1	-2	-1	-10	6	-8	-27	·	-9
CC(=O)Nc1n[nH]c(=S)s1	·	1	-4	0	1	-13	·	·
CC(C)[C@H](NC(=O)N1CCC(Cc2ccccc2)CC1)C(=O)O	-1	-1	4	-6	-5	-3	16	-2
O=C(O)Cc1ccc2c(c1)N(S(=O)(=O)c1cccc(C(F)(F)F)c1)CC(C(=O)O)O2 (configuration not stated)	-1	·	·	13	10	·	-3	-3
O=C(Cc1ccccc1)NCC1CCCO1 (configuration not stated)	0	·	·	2	·	·	3	-2
COc1ccc(C(=O)NCc2nnc(SCC(=O)Nc3cccc(OC)c3)o2)cc1	0	1	2	-6	-2	-7	4	-1
